TDP1 block: TDP1 (human) enzyme inhibition; recombinant TDP1, AlphaScreen DNA substrate cleavage; Potency, µM (titrated, usually from 130 µM), without a hit: at the highest dose activity change, negative = inhibition, most hits filed as inhibitors; Q9NUW8; AID 485290; 350,000 tested, 0.28% active; also: nearly all actives have a fitted effect of over 40% in size
Target sequence (Q9NUW8 whole entry, looked up): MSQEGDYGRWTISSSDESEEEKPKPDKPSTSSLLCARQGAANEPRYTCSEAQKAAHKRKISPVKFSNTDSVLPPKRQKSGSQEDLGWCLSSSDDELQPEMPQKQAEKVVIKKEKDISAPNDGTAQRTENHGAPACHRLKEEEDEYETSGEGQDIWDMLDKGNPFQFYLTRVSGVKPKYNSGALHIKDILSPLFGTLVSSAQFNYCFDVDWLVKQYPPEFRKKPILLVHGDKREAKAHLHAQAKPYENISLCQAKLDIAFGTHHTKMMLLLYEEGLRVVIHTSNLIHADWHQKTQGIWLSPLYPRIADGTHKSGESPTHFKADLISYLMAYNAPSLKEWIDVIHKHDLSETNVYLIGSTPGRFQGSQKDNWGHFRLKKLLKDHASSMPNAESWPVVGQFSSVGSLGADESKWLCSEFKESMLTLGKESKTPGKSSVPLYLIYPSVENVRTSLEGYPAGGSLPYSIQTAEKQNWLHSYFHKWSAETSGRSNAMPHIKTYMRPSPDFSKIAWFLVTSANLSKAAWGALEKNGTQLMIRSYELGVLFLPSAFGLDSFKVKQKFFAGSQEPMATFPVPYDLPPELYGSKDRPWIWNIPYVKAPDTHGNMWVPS
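Here, a 5' biotin and 3' phosphotyrosine-FITC DNA oligonucleotide reports Tdp1 activity: intact substrate bridges AlphaScreen beads, while cleavage leaves a 3' phosphate and drops signal. All incubations at room temperature.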
TDP1 cell noCPT: qHTS for Inhibitors of human tyrosyl-DNA phosphodiesterase 1 (TDP1): qHTS in cells in absence of CPT. DT40 Tdp1-/- hTDP1 cells, no CPT, ATP luminescence, 48 h. Potency, µM (series often up to 46.2 µM), for inactives: top-dose activity change, negative = growth inhibition, actives largely listed as inhibitors. 420,000 tested, 15% active. AID 686978, 2013; also: nearly all actives have a fitted effect of over 55% in size
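Camptothecin absent (DMSO only). Human TDP1-complemented DT40 knockout cells, 400 cells/well, 37 °C for minimum 48 hr; ATP measured via CellTiter-Glo, 30 min dark incubation, luminescence.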
DT40 TDP1 CPT: DT40-hTDP1 cell growth loss with CPT; 420,000 tested, 12% active; chicken DT40 Tdp1-/-;hTDP1 cells + 20 nM CPT, ATP luminescence, 48 h; AID 686979; Potency, µM (series often up to 46.2 µM), for the others: at the highest dose activity change, negative = growth inhibition, hits mostly inhibitors; also: nearly all actives have a fitted effect of over 55% in size
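Chicken DT40 Tdp1-/- cells complemented with human TDP1, 400 cells/well, exposed to compounds plus 20 nM camptothecin for at least 48 h at 37 C; viability read as ATP content by CellTiter-Glo luminescence.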
* hit, by the source's call; u = inconclusive; x = not tested or not shown; & = joins results of further samples; [ ] = remark or other dose. Calls follow the shape of the dose curve; as a rule, active = well fitted curve in the direction sought with a large enough effect; inconclusive = small, poorly fitted or top-dose-only effect, or another doubt; inactive = no such curve, though single readings can be large; an effect the other way counts as inactive or inconclusive. % is scaled to controls: 0 for no effect and ±100 for the full control effect; potency is read from the fitted curve at half-maximal effect.

SMILES	TDP1 block	TDP1 cell noCPT	DT40 TDP1 CPT
Cc1cc(C(=O)N/N=C/c2ccc(Br)o2)n[nH]1	x	-9%	-6%
CCN(CC)c1ccc(/C=C/c2cccc[n+]2C)c(OC)c1	x	0.052µM*	1.2µM*
CC(=O)SC1CC(=O)N(c2ccc(C(C)(C)C)cc2)C1=O (stereo not drawn)	4%	8.2µM*	3.3µM*
CCCn1nc(CC(=O)OCC)c2ccccc2c1=O	2%	-9%	-5%
COc1ccc(CCn2c(=N)c(C(=O)NC3CCCC3)cc3c(=O)n4ccccc4nc32)cc1OC	1%	0.65µM*	0.73µM*
O=C1OCCC1Sc1nnc(-c2cccc(Br)c2)o1 (stereo not drawn)	4%	4%	0%
CC(C)(C)NC(=O)CSC(=Nc1ccc(F)cc1)NC#N	1%	u	-19%
CC(NC(=O)CCN1C(=O)c2ccccc2S1(=O)=O)c1ccccc1 (stereo not drawn)	-11%	-4%	33%
CN(C)c1ccc(C(CNC(=O)c2c(F)cccc2Cl)N2CCOCC2)cc1 (stereo not drawn)	-1%	-20%	-24%
CC(NC(=O)CSc1nc(=O)cc(N)n1-c1ccccc1)c1ccccc1 (stereo not drawn)	0%	-9%	-7%
COC(=O)c1cc(S(=O)(=O)NCC2CCN(Cc3ccc(Cl)cc3)CC2)c[nH]1	0%	-16%	u
C[C@H]1C=C(C(=O)O)O[C@@H](OCc2ccc(CO)cc2)C1	x	15%	13%
O=C(Nc1ccc2c(c1)C(=O)N(c1ccccc1)C2=O)c1cccs1	0%	u	-3%
COc1ccc(/C=C/C(=O)OCC(=O)N2CCCCCC2)cc1OC	1%	-11%	3%
CN(CC(=O)Nc1ccccc1Cl)C(=O)Cn1cnc2ccccc2c1=O	-8%	-6%	u
COC(=O)c1ccccc1OC(=O)c1ccc(Br)o1	9%	-7%	-12%
O=C(COC(=O)c1ccc(F)cc1F)NC1CC1	6%	1%	12%
COc1ccc(-c2nc3cc([N+](=O)[O-])ccc3o2)cc1OC	0%	-5%	27%
CCN(CC)c1ccc(/C=N/N2CCN(Cc3cccc4ccccc34)CC2)c(O)c1	12%	-30%	u
Cc1cccn2c(=O)c(/C=C(\C#N)C(=O)NC3CCS(=O)(=O)C3)c(Oc3ccccc3Cl)nc12 (stereo not drawn)	5%	21µM*	u
O=C(O)[C@H]1CCCC[C@H]1C(=O)Nc1ccc(S(=O)(=O)N2CCOCC2)cc1	x	12%	1%
Cc1cc(CNC(=O)Cc2c(F)cccc2Cl)nn1C	1%	-7%	1%
O=C(Cn1c(-c2ccccn2)nc2ccccc21)N/N=C/c1ccccn1	7%	-9%	u
COCc1cc(NCc2ccc(Cl)cc2)nc(C)n1	x	-3%	-6%
O=C1CCCc2nc3c(cc21)C(O)Oc1c-3ccc2ccccc12 (stereo not drawn)	-4%	1%	-15%
COc1ccc(N(CC(=O)NC2CCCC2)C(=O)Cn2nnc(-c3ccc(F)cc3)n2)cc1	x	-26%	3%
c1ccc(OCCNc2ccn3nc(-c4cccs4)cc3n2)cc1	x	u	u
CN(C)S(=O)(=O)c1cccc(NS(=O)(=O)c2ccc(Cl)s2)c1	0%	-18%	-22%
C/C(Cc1ccccc1)=N\NC(=O)CCCCCC(=O)N/N=C(\C)Cc1ccccc1	7%	-11%	6%
CC(C)C(NC(=O)c1c(F)cccc1F)C(=O)N1CCN(S(=O)(=O)c2ccc(F)cc2)CC1 (stereo not drawn)	-3%[56.1 µM]	-14%	-11%
O=C(CSc1nnc(-c2ccncc2)n1-c1ccccc1)Nc1ccc(C(=O)O)cc1	8%	2%	13%
CN(CC(=O)Nc1c(Cl)cccc1Cl)C(=O)Cc1ccc(S(=O)(=O)N2CCOCC2)s1	2%	-20%	-9%
Cc1nc2ccc(Cl)cc2nc1C	x	-11%	3%
CCOC(=O)c1c(C)n(CCOc2ccccc2)c2ccc(O)cc12	x	3%	4%
C[C@@H]1COc2cc(N3CCSCC3)ccc2S(=O)(=O)N1	x	-18%	-5%
COc1ccc(CN(C)C(=O)CCN(c2ccccc2)S(=O)(=O)c2ccc(C)cc2)c(OC)c1	3%	23µM*	21µM*
O=C(O)c1ccccc1C(=O)Nc1ccc(S(=O)(=O)Nc2ccc(F)cc2)cc1	x	-14%	2%
N=c1c2c(-c3ccccc3)c(-c3ccccc3)n(Cc3ccco3)c2ncn1CCCn1ccnc1	6%	18µM*	18µM*
COc1ccc(Cl)cc1N/C(N)=N/c1nc(CSc2ccc(C)cc2)cc(=O)[nH]1	7%	u	u
COc1ccc([C@H](OC)[C@@]2(Cc3ccc(O)cc3)N=C(N)N(C)C2=O)cc1	-6%	-7%	-1%
Cc1ccc(Cl)cc1N1CCN(C(=O)CCNS(=O)(=O)c2ccc3c(c2)CCN3C(=O)C2CC2)CC1	5%	23µM*	8.2µM*
Cn1c(=O)c2sccc2n2c(CCCC(=O)Nc3ccccc3)nnc12	4%	u	-3%
O=C(COC(=O)CCNS(=O)(=O)c1cccs1)Nc1ccccc1	-1%	-5%	-20%
CCCCOC(=O)Nc1ccc(S(=O)(=O)Nc2onc(C)c2C)cc1	x	3%	-6%
O=C1C(=NO)CCc2ccccc21	x	21µM*	21µM*
C[C@H](NC(=O)[C@@H]1CSC2c3ccccc3C(=O)N21)C(=O)NCc1c(F)cccc1Cl (stereo partly drawn)	1%	u	u
CCOc1ccc(Oc2cc(C)nc(SC)n2)nn1	-1%[56.1 µM]	-6%	10%
Cc1c(C(=O)NCc2ccc3c(c2)OCO3)sc2nc(-c3ccccc3)cn12	-2%	15µM*	u
O=C(NCc1cccs1)c1ccc(Cn2c(SCc3ccccc3)nc3cccnc32)cc1	5%	26µM*	u
CC(C)(C)NC(=O)CN(C(=O)CSc1nnc(COc2ccccc2)o1)c1cccc(F)c1	5%	-23%	u
COc1ccc(CCNC(=O)c2sc(=S)n(C)c2N)cc1	6%	-4%	-3%
Cc1noc(C)c1COc1ccc(C(=O)Nc2ccccc2)cc1	3%	-17%	-17%
Cc1nc2ccccc2c(=O)n1NC(=O)c1ccc(Cl)cc1	x	u	-2%
O=C(CC12CC3CC(CC(C3)C1)C2)NC(=S)Nc1ccc(CN2CCOCC2)cc1	3%	u	u
COC(=O)c1ccc(CSc2nnc3sc4ccccc4n23)o1	-1%	u	-27%
COc1ccccc1N1CCN(CCCCCCOc2ccc(F)cc2)CC1	0%	21µM*	23µM*
C[C@H](CO)N1C[C@H](C)[C@H](CN(C)C(=O)Nc2ccc(C(C)(C)C)cc2)OCc2cnnn2CCCC1=O	x	-27%	-17%
CN(C)c1ccc(N=NS(=O)(=O)O)cc1	14%	24µM*	22µM*
COC(=O)c1scc(-c2ccc(C)cc2)c1S(=O)(=O)N1CCN(c2ccc(F)cc2)CC1	5%	1.8µM*	8.2µM*
Cc1ccc(C(=O)N2CCC(C(=O)NC3CCCC3)CC2)cc1	x	-14%	7%

A run of entries taken from the entries so far:
SMILES	TDP1 block	TDP1 cell noCPT	DT40 TDP1 CPT
Cn1c(=O)c2sccc2n2c(CCCC(=O)Nc3ccccc3)nnc12	4%	u	-3%
O=C(COC(=O)CCNS(=O)(=O)c1cccs1)Nc1ccccc1	-1%	-5%	-20%
CCCCOC(=O)Nc1ccc(S(=O)(=O)Nc2onc(C)c2C)cc1	x	3%	-6%
O=C1C(=NO)CCc2ccccc21	x	21µM*	21µM*
C[C@H](NC(=O)[C@@H]1CSC2c3ccccc3C(=O)N21)C(=O)NCc1c(F)cccc1Cl (stereo partly drawn)	1%	u	u
CCOc1ccc(Oc2cc(C)nc(SC)n2)nn1	-1%[56.1 µM]	-6%	10%
Cc1c(C(=O)NCc2ccc3c(c2)OCO3)sc2nc(-c3ccccc3)cn12	-2%	15µM*	u
O=C(NCc1cccs1)c1ccc(Cn2c(SCc3ccccc3)nc3cccnc32)cc1	5%	26µM*	u
CC(C)(C)NC(=O)CN(C(=O)CSc1nnc(COc2ccccc2)o1)c1cccc(F)c1	5%	-23%	u
COc1ccc(CCNC(=O)c2sc(=S)n(C)c2N)cc1	6%	-4%	-3%
Cc1noc(C)c1COc1ccc(C(=O)Nc2ccccc2)cc1	3%	-17%	-17%
Cc1nc2ccccc2c(=O)n1NC(=O)c1ccc(Cl)cc1	x	u	-2%
O=C(CC12CC3CC(CC(C3)C1)C2)NC(=S)Nc1ccc(CN2CCOCC2)cc1	3%	u	u
COC(=O)c1ccc(CSc2nnc3sc4ccccc4n23)o1	-1%	u	-27%
COc1ccccc1N1CCN(CCCCCCOc2ccc(F)cc2)CC1	0%	21µM*	23µM*
C[C@H](CO)N1C[C@H](C)[C@H](CN(C)C(=O)Nc2ccc(C(C)(C)C)cc2)OCc2cnnn2CCCC1=O	x	-27%	-17%
CN(C)c1ccc(N=NS(=O)(=O)O)cc1	14%	24µM*	22µM*
COC(=O)c1scc(-c2ccc(C)cc2)c1S(=O)(=O)N1CCN(c2ccc(F)cc2)CC1	5%	1.8µM*	8.2µM*
Cc1ccc(C(=O)N2CCC(C(=O)NC3CCCC3)CC2)cc1	x	-14%	7%

More entries follow.
SMILES	TDP1 block	TDP1 cell noCPT	DT40 TDP1 CPT
COc1ccc(Cn2cnc3c([N+](=O)[O-])c(C)c(C)cc32)cc1	6%	-22%	-12%
O=C(CNS(=O)(=O)c1ccccc1)OCC(=O)c1ccc(OC(=O)c2ccccc2)cc1	1%	-2%	-6%
CCC(=O)N1CCc2cc(OC)c(OC)cc2C1COc1ccccc1OC (stereo not drawn)	5%&10%	u	u
Nc1ccn([C@@H]2O[C@H](CNCc3cnc(N4CCOCC4)nc3)[C@@H](O)[C@H]2O)c(=O)n1	x	2%	2%
Cc1ccccc1OCc1nc2ccccc2c(=O)n1N	4%	u	u
Cc1ccc(Cn2c(C)c(C(=O)NCc3ccc4c(c3)OCO4)sc2=O)cc1	x	-29%	u
CC(C)CC(=O)Nc1nc2ccc(S(=O)(=O)N3CCOCC3)cc2s1	-3%	21µM*	13µM*
CC(C)c1ccc(NC(=O)c2ccc(NC3=NC4CS(=O)(=O)CC4S3)cc2)cc1 (stereo not drawn)	x	25%	2%
CCN(CC)C(=O)CSc1nc(O)cc(=O)n1-c1ccccc1OC	-4%	-1%	-1%
CCCn1c(=O)c2ccccc2n2c(SCC(=O)/C(C#N)=C(\C)N)nnc12	-3%	-26%	-23%
Cc1c(C(=O)NCc2cccc(Br)c2)oc2ccc3c(c12)C(=O)CC(C)(C)O3	1%	15µM*	u
CCOC(=O)N1CCN(C(=O)C(NS(=O)(=O)c2cccc3nsnc23)c2ccccc2)CC1 (stereo not drawn)	1%	u	2%
Cc1ccsc1CN(C)C(=O)CCc1nnc(COc2ccccc2)o1	1%	7%	8%
COc1cc(Cl)c(C)cc1NC(=O)Cn1ncc2c(=O)oc3ccccc3c21	0%	-15%	-8%
COc1ccc(CN2C(=O)c3cccnc3C2=O)cc1S(=O)(=O)N1CCOc2ccc(C)cc21	3%	-2%	-1%
NC(=O)C1CCN(CCC(=O)Nc2ccc(Br)cc2)CC1	6%	1%	u
CS(=O)(=O)c1ccc(NC(=O)CCN2C(=O)C3CCCCC3C2=O)cc1 (stereo not drawn)	2%	-12%	-9%
CN(CC(=O)Nc1ccc(F)cc1)C(=O)Cn1c(=O)oc2ccccc21	1%	2%	4%
CC1(C)CC(=O)N(c2cccc(Cl)c2)C(=O)C1	x	17%	12%
O=C(O)/C=C/C(=O)Nc1ccc(S(=O)(=O)N2CCCC2)cc1	5%	u	-4%
Cn1c(=O)c(Nc2ccc(O)cc2)c2c3c(cccc31)C(=O)c1ccccc1-2	3%	2.6µM*	3.7µM*
COC(=O)c1ccc(N2CCOCC2)c(NC(=O)c2ccc3c(c2)OCCO3)c1	4%	u	-2%
CCOc1ccccc1NC(=O)c1c(NC(=O)c2ccncc2)sc2c1CCC(C(C)(C)C)C2 (stereo not drawn)	x	-17%	-23%
O=C(CN1C(=O)c2ccccc2S1(=O)=O)N1CCN(c2cccc(Cl)c2)CC1	x	-26%	-22%
CC12CC3OC3CC1CCC1C2CCC2(C)C1CCC21OCCO1 (stereo not drawn)	x	u	u
C=CCOC(=O)C1=C(C)NC(C)=C(C(=O)OCC=C)C1c1ccc(C)o1	x	u	u
Cc1ccccc1CN1CC2=C(CCN(Cc3ccccc3)C2=O)N2CCN=C12	x	1.3µM*	0.58µM*
O=C(NCCCN1CCOCC1)c1ccccc1NS(=O)(=O)c1ccc(Br)cc1	5%	-10%	3%
COc1ccc(O)c(CN2CCC3(CCC(CNC(=O)C4CCCO4)O3)CC2)c1 (stereo not drawn)	x	-1%	0%[9.04 µM]

Hits appear at their usual frequency; 18% or so of the library scored in one or more.
